TAAR1 antag – antagonists of human TAAR1; Q96RJ0; CHO RD-HGA16 TAAR1, Fluo-8 calcium fluorescence, antagonist; inhibition, % at 3 µM; 1.5% of 360,000 active; AID 624466;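 active means inhibition above a per-plate cutoff, the mean inhibition of test compounds on that plate plus 3 SD, cut at about 49% in these data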;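 further: 0% = DMSO plus EC80 beta-PEA response and 100% = DMSO alone without agonist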
Target sequence (Q96RJ0 whole entry, looked up): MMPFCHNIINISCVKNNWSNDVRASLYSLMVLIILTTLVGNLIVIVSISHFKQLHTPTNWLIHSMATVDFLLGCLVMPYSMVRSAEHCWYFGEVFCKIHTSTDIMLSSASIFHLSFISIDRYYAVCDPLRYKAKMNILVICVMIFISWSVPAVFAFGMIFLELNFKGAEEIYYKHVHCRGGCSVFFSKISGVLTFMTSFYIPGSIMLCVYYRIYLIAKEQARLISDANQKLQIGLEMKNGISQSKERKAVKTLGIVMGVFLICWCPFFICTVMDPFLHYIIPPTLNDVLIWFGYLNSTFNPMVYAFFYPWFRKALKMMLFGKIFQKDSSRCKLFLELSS
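System: CHO RD-HGA16 cells bearing hTAAR1. Reagent: EC80 β-phenethylamine stimulus. Schedule: seeding 17-24 h prior, 75-min 37 °C, 30-min RT dye loading. Signal: Fluo-8 intracellular calcium dye fluorescence, real-time kinetic reads. Read-out: % inhibition from peak post-agonist over basal fluorescence ratio. Benchmarks: vehicle wells and EC80 agonist wells. Replicates: n of 1.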
CHO-K1 Ca antag – nonselective inhibitor or artifact in parental CHO-K1 cells | inhibition, % at 3 µM | ATP-induced calcium, Fluo-8 fluorescence | 0.6% of 360,000 active;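 active means inhibition above a per-plate cutoff, the plate's mean sample inhibition plus 3 SD, cut at about 24% in these data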;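 further: 0% = DMSO plus EC80 ATP and 100% = DMSO alone without ATP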
TAAR1 agonist – agonists of human TAAR1. CHO RD-HGA16 TAAR1, Fluo-8 calcium fluorescence; vehicle wells 0%, saturating PEA agonist 100%. activation, % at 3 µM. 0.99% of 360,000 active;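 active means activation above the mean activation of all test compounds in the run plus 3 SD, cut at about 38% in these data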
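Signal – calcium-sensitive Fluo-8 signal, excitation 470-495, emission 515-575 nm · System – RD-HGA16 (CHO) cells co-expressing Gα16 and hTAAR1 · Incubation – 17-24 h seeding, 75 min 37 °C dye, 30 min RT · Compound dosing – 3 µM single concentration · Repeats – no replicates (n 1)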
M1 PAM parental – nonselective activator or artifact in parental CHO-K1 calcium assay; 0.02% of 360,000 active; activation, % at 3 µM; ATP EC20, Fluo-8 calcium fluorescence; 0% at ATP EC20, 100% at ATP max;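 active means activation above the run cutoff, the mean activation of all test compounds plus 3 SD, cut at about 40% in these data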;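 further: peak over basal fluorescence ratio in a 140 s read after ATP addition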
OXTR potentiator – human OXTR potentiation | P30559 | CHO-OTR cells, Fluo-8 calcium fluorescence, potentiator mode; 0% = oxytocin EC15, 100% = EC100 | activation, % at 3 µM | 0.061% of 320,000 active;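 active means activation above that plate's cutoff, the mean activation of tested compounds plus 3 SD, cut at about 6.6% in these data, passing the limit was not always enough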;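 further: 100% uses oxytocin at 75 nM as the full agonist control; some results filed as inactive read as strong as hits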
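Material: human OTR in CHO cells. Compound: 3.0 µM, one dose. Timing: compound 6 min at room temperature before oxytocin, 100 s read. Evaluation: % activation of max/min ratio relative to oxytocin controls. Replication: single well per compound, singlicate. Signal: Fluo-8 calcium dye fluorescence.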
M1 ag – agonists of human M1 muscarinic receptor. CHO-K1 hM1, Fluo-8 calcium fluorescence, agonist mode; 0% DMSO, 100% acetylcholine EC100. activation, % at 3 µM. 0.33% of 360,000 active;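 active means activation above the run's mean compound activation plus 3 SD, cut at about 16% in these data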;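 further: peak over basal fluorescence ratio within a 140 s kinetic read after compound addition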
Target sequence (P11229 whole entry, looked up): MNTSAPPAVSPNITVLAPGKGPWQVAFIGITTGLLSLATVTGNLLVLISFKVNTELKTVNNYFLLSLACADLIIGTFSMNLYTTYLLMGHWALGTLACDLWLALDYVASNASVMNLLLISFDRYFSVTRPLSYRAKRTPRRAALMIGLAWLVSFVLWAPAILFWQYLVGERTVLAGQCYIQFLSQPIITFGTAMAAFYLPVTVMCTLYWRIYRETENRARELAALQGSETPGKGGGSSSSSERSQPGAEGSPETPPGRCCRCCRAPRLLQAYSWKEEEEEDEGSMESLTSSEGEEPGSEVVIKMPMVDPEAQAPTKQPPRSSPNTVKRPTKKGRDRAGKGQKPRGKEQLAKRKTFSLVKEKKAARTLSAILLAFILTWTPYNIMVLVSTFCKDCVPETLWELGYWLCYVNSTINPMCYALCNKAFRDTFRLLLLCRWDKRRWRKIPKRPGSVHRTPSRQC
CHRM1 antagonist – antagonists of human M1 muscarinic receptor. P11229. CHO-K1 hM1, Fluo-8 calcium fluorescence, ACh EC80 antagonist. inhibition, % at 3 µM. 1.3% of 360,000 active;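 active means percent inhibition above its own plate's cutoff, namely the mean of that plate's compound wells plus 3 SD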;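 further: peak over basal fluorescence ratio during 140 s after agonist addition; 0% = ACh EC80 plus DMSO and 100% = DMSO alone without agonist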
CHO-K1 Ca ag – M1 agonist counterscreen hit in parental CHO-K1 cells; Fluo-8 calcium fluorescence; scaled to maximal ATP response, vehicle zero; AID 602248; activation, % at 3 µM; 0.48% of 360,000 active; in the data active means activation above about 15%;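 further: untransfected CHO-K1 host cells lacking M1 receptor as counterscreen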
CHO parental Ca – signal in parental CHO cells, OX1R antagonist counter-screen | parental CHO-K1, ATP-induced calcium, Fluo-8 fluorescence | inhibition, % at 5.6 µM | 0.63% of 330,000 active;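 active means inhibition above that plate's mean sample inhibition plus 3 SD, cut at about 26% in these data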;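 further: 0% = ATP-challenged DMSO wells and 100% = DMSO wells without ATP; some compounds past the cut are filed as inactive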
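Measured by: calcium-sensitive Fluo-8 fluorescence / Test system: CHO parental line / Controls: ATP-challenged DMSO wells low, unchallenged DMSO wells high / Measure: % inhibition / Compound: single nominal dose of 5.6 µM per compound / Replicates: single well per compound, no replicates / Reagent: ATP as calcium-mobilizing challenge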
The depositor's hits bear a star; · = no result given.

SMILES | TAAR1 antag | CHO-K1 Ca antag | TAAR1 agonist | M1 PAM parental | OXTR potentiator | M1 ag | CHRM1 antagonist | CHO-K1 Ca ag | CHO parental Ca
COC(=O)/C=C/c1ccccc1CN1[C@@H](CC(=O)OC)c2ccccc2S1(=O)=O | 107* | -11 | 7 | 17 | 3 | -8 | 1 | 0.9 | -16
CC(=O)Nc1nnc(SCC(=O)NC2CC2)s1 | 10 | 0 | 2 | -16 | -8 | -4 | -8 | -0.3 | -4
C(=NNc1ccc2ccccc2n1)c1ccccn1 | 9 | 9 | -1 | 8 | · | -9 | -10 | 1.6 | ·
Cc1cccc(NC(=S)NN2CCOCC2)c1C | -21 | -15 | 11 | 17 | -7 | -4 | -2 | 0.6 | -6
CC12CC(NC(=O)N1c1cccc(C(=O)NCc3ccccn3)c1)c1ccccc1O2 (stereo not given) | -5 | -13 | 0 | -7 | -1 | -1 | 1 | 1.4 | -3
N#C/C(=C(/O)c1cc2ccccc2o1)c1nc2ccccc2s1 | -27 | -6 | 5 | 0 | -19 | 4 | -13 | 2.1 | -4
CCCCN1CCc2[nH]c(=S)[nH]c(=O)c2C1 | -4 | -23 | 1 | 32 | -3 | -3 | -20 | 0.7 | -1
O=C(NC1=NCCS1)C1CC2CCC1C2 (stereo not given) | -7 | -9 | 5 | 25 | -5 | 0 | -5 | 1.5 | -6
CCn1c(CNC(=O)c2cccc(C)c2)nnc1SCC(=O)NC1CCCC1 | -27 | -8 | 0 | -5 | -8 | 0 | -8 | 0.1 | -8
COC(=O)C1CN(C(=O)COc2ccc(Cl)c(C)c2)c2ccccc2O1 (stereo not given) | -14 | -9 | 4 | 6 | -7 | -4 | -9 | 2.6 | -2
Cc1nc2ccccc2c(=O)n1/N=C/c1cn(-c2ccccc2)nc1-c1cccs1 | 41 | -2 | 7 | 16 | -6 | -2 | -1 | 0.8 | -12
COc1ccccc1CNc1nc(C)c(C(C)=O)s1 | 13 | -13 | 0 | 4 | -5 | -3 | 7 | 9.2 | -12
Cc1nn(CCC#N)c(C)c1Oc1ccccc1O | 0 | -10 | 1 | 17 | -5 | -1 | -16 | 1.4 | 7
CCOC(=O)c1ccc(NC(=S)N(CCCN2CCCC(C)C2)Cc2cccs2)cc1 (stereo not given) | 10 | -5 | 1 | 10 | -2 | -7 | 2 | 1.7 | -15
CC(C)n1nc(C(=O)Nc2nc3ccc(S(C)(=O)=O)cc3s2)c2ccccc2c1=O | 26 | -5 | 6 | 15 | 0 | -4 | 4 | 1.0 | -12

In the list so far, two contain an aryl thioether with sulfur outside any ring.
SMILES | TAAR1 antag | CHO-K1 Ca antag | TAAR1 agonist | M1 PAM parental | OXTR potentiator | M1 ag | CHRM1 antagonist | CHO-K1 Ca ag | CHO parental Ca
CC(=O)Nc1nnc(SCC(=O)NC2CC2)s1 | 10 | 0 | 2 | -16 | -8 | -4 | -8 | -0.3 | -4
CCn1c(CNC(=O)c2cccc(C)c2)nnc1SCC(=O)NC1CCCC1 | -27 | -8 | 0 | -5 | -8 | 0 | -8 | 0.1 | -8

(next part)
SMILES | TAAR1 antag | CHO-K1 Ca antag | TAAR1 agonist | M1 PAM parental | OXTR potentiator | M1 ag | CHRM1 antagonist | CHO-K1 Ca ag | CHO parental Ca
COC(=O)c1ccccc1NC(=O)C(C)n1nc(C)c2c(C)n(-c3ccccc3)nc2c1=O (stereo not given) | -10 | 17 | 2 | 25 | -10 | -6 | -12 | -0.7 | -28
CSCCC(NS(=O)(=O)/C=C/c1ccccc1)C(=O)N1CCC(C)CC1 (stereo not given) | -10 | 1 | 10 | 2 | -2 | -4 | -3 | 0.4 | -26
CCN(CC)CC(C)CNC(=O)C1(O)c2ccccc2NC(=O)N1c1ccc(Cl)c(Cl)c1 (stereo not given) | -8 | -11 | 5 | 9 | -6 | -7 | -22 | 2.6 | -6
CCOC(=O)C1(CCOc2ccccc2)CCN(Cc2cccn2-c2cccnc2)CC1 | -7 | 10 | -1 | -9 | -13 | -15 | 9 | 2.4 | -19
CC(CN1C(C)CCCC1C)OC(=O)c1ccc(Cl)cc1Cl (stereo not given) | -14 | -12 | 3 | 5 | -5 | -8 | 8 | 1.8 | 3
COc1cccc(CC(O)CC2c3c(cc4c(c3OC)OCO4)CCN2C)c1 (stereo not given) | -4 | -4 | 5 | 16 | · | -6 | 10 | 9.6 | ·
O=C(COC(=O)/C=C/c1ccc(S(=O)(=O)N2CCOCC2)cc1)NCc1ccc(F)cc1 | -9 | -4 | 6 | 1 | -10 | -4 | 6 | 1.9 | -10
CCC(=O)N1CCCn2c1nc1ccccc12 | 1 | -12 | 4 | 25 | -12 | -3 | -22 | -0.5 | -1
COc1cc(/C=N/NC(=O)c2ccc3nc[nH]c3c2)ccc1O | 16 | -3 | -1 | 7 | -4 | 1 | 16 | 3.4 | 3
Cc1coc2c1c(C)cc1oc(=O)c(Cc3ccccc3)c(C)c12 | 3 | -8 | 7 | 27 | -1 | -4 | -3 | 3.2 | -15
COCc1c(C(=O)NC(C)c2ccc(S(N)(=O)=O)cc2)oc2ccccc12 (stereo not given) | -19 | 5 | -1 | 9 | 0 | -5 | -5 | 0.8 | 8
N#Cc1c(NC(=O)COC(=O)C2=COCCO2)sc2c1CCCC2 | 8 | 13 | 4 | 0 | · | 2 | -12 | 0.3 | ·
COC(=O)c1cc(-c2cccs2)nn1-c1ccccc1 | -60 | -17 | 14 | 23 | -10 | -6 | -5 | 0.8 | -1

Retrieved by structure from the entries so far, 5 records:
SMILES | TAAR1 antag | CHO-K1 Ca antag | TAAR1 agonist | M1 PAM parental | OXTR potentiator | M1 ag | CHRM1 antagonist | CHO-K1 Ca ag | CHO parental Ca
N#Cc1c(NC(=O)COC(=O)C2=COCCO2)sc2c1CCCC2 | 8 | 13 | 4 | 0 | · | 2 | -12 | 0.3 | ·
COc1cccc(CC(O)CC2c3c(cc4c(c3OC)OCO4)CCN2C)c1 (stereo not given) | -4 | -4 | 5 | 16 | · | -6 | 10 | 9.6 | ·
CCN(CC)CC(C)CNC(=O)C1(O)c2ccccc2NC(=O)N1c1ccc(Cl)c(Cl)c1 (stereo not given) | -8 | -11 | 5 | 9 | -6 | -7 | -22 | 2.6 | -6
O=C(COC(=O)/C=C/c1ccc(S(=O)(=O)N2CCOCC2)cc1)NCc1ccc(F)cc1 | -9 | -4 | 6 | 1 | -10 | -4 | 6 | 1.9 | -10
CSCCC(NS(=O)(=O)/C=C/c1ccccc1)C(=O)N1CCC(C)CC1 (stereo not given) | -10 | 1 | 10 | 2 | -2 | -4 | -3 | 0.4 | -26

Outcome played no part in choosing rows. Share with any hit: about 4.2%.
